Bioassay records deposited in PubChem BioAssay by The Scripps Research Institute Molecular Screening Center.
proKLK7 act – proKLK7 zymogen activators, primary screen, biochemical, fluorescence intensity; 0.9% of 370,000 active; Kallikrein-7 (Homo sapiens), P49862; activation, % at 7 µM; purified proKLK7, EDANS-DABCYL substrate fluorescence; 100% is mature enzyme control, 0% vehicle; AID 652039, 2013;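 active = activation above the mean of all tested compounds plus 3 SD, computed per campaign excluding outliers beyond control limits, cut at about 13% in these data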
PLCb3 inh – human PLC-beta3 inhibitors, primary screen, biochemical, fluorescence | 1-phosphatidylinositol 4,5-bisphosphate phosphodiesterase beta-3 (Homo sapiens), Q01970 | Purified PLC-beta3, fluorogenic substrate | inhibition, % at 12.2 µM | 0.18% of 370,000 active | AID 720704, 2013; in the data active = inhibition above about 11%;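 note: 0% = median of compound wells on plate and 100% = full blocker control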
MBD2 DNA inh – inhibitors of MBD2 binding to methylated DNA, primary screen, biochemical, TR-FRET, DNA-binding domain, human; inhibition, % at 4.4 µM; MBD2 binding to methylated oligonucleotide; Methyl-CpG-binding domain protein 2 (Homo sapiens), Q9UBB5; AID 686964, 2013; 0.31% of 370,000 active; in the data active = inhibition above about 13%
ASAP1 inh – inhibitors of human ASAP1 ArfGAP activity, primary screen, biochemical, fluorescence polarization. Arf-GAP with SH3 domain, ANK repeat and PH domain-containing protein 1 (Homo sapiens), …. ASAP1-stimulated ARF1 GTP hydrolysis, GDP FP detection. inhibition, % at 16.5 µM. 0.19% of 360,000 active. AID 624377, 2012; in the data active = inhibition above about 25%;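 note: 0% = vehicle with enzyme and substrate and 100% = no enzyme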
UHRF1 binding – UHRF1 methylated DNA binding inhibitors, primary screen, counter-screen for MBD2 inhibitor project, biochemical, TR-FRET, human UHRF1, single concentration | E3 ubiquitin-protein ligase UHRF1 (Homo sapiens), Q96T88 | UHRF1 binding to methylated oligo | inhibition, % at 4.4 µM | 0.75% of 370,000 active | AID 687016, 2013; in the data active = inhibition above about 21%;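 note: UHRF1 SRA domain binding a hemimethylated CpG hairpin DNA probe; 0% = median of test compound wells and 100% = reference inhibitor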
Target sequence (Q96T88 whole entry, looked up, the tested form may be a part): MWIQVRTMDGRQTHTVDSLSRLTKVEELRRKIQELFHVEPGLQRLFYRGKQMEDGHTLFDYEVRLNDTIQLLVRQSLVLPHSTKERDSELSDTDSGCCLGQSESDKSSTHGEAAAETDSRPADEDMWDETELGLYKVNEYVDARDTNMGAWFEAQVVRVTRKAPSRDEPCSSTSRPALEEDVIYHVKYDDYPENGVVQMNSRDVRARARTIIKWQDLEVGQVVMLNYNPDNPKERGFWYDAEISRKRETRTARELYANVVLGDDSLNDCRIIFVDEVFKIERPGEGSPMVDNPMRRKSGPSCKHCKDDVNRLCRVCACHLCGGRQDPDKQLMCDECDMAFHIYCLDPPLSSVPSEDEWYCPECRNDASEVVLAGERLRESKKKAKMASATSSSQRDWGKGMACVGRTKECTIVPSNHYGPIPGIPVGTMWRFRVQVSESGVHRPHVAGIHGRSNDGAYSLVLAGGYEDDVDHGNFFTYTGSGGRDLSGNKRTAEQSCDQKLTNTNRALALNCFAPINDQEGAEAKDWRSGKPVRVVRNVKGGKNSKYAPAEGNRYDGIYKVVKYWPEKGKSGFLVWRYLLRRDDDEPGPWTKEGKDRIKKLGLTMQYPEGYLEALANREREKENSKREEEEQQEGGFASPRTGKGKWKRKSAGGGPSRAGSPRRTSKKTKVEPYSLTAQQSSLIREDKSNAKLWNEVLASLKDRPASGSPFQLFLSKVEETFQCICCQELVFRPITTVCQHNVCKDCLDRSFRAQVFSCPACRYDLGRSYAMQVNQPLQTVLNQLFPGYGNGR
ARFGAP1 inh – inhibitors of rat ARFGAP1 GAP activity, primary screen, biochemical, fluorescence polarization, GDP tracer | Arfgap1-stimulated ARF1 GTP hydrolysis, GDP FP detection | 0.26% of 360,000 active | inhibition, % at 16.5 µM | AID 651572, 2012 | ADP-ribosylation factor GTPase-activating protein 1 (Rattus norvegicus), Q62848;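 active = inhibition above a per-plate limit, mean inhibition of low control wells plus 3 SD, cut at about 25% in these data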;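 note: 0% = DMSO wells with enzyme and 100% = wells lacking Arfgap1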
Target sequence (Q62848 1-136 limits assumed): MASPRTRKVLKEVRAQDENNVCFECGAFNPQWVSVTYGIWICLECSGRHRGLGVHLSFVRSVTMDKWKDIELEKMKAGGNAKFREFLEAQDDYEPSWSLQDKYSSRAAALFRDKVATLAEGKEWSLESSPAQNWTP
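Replicates: Single well per compound | Assay system: Truncated rat Arfgap1 GAP domain | Control set: No-Arfgap1 wells (100%) versus DMSO full-reaction wells (0%) | Times: Enzyme reaction 120 min at 25 °C after 20 min preincubation | Reagent: Human ARF1(Δ1-17)-GTP substrate | Measured by: Tracer-displacement fluorescence polarization with EDTA stop, 620/688 nm | Measure: Percent inhibition of Arfgap1-stimulated GTP hydrolysis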
Tn7 DDE FP – inhibitors of Tn7 peptide binding to fibrin DD(E), primary screen, biochemical, fluorescence polarization, human fibrin, Tn7 probe | FP displacement of FITC-Tn7 peptide from fibrin DD(E); 0% = median of compound wells per plate | Fibrinogen beta chain (Homo sapiens), P02675 | 0.13% of 370,000 active | AID 720508, 2013 | inhibition, % at 8.3 µM;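 active = inhibition above the mean of compounds falling within the control limits plus 3 SD of them, cut at about 14% in these data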;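 note: 0% = plate median of compound wells and 100% = 10 µM Aha-Tn7 peptide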
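Assay system: Fibrin-DD(E) protein isolated from polymerized human fibrin clots; read-out basis: percent inhibition; medium: Tris/NaCl/CaCl2 buffer, pH 7.8; signal: FP measurement; incubation: 10 min plus 3 h, room temperature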
ADAM17 inh – ADAM17 inhibitors, primary screen, biochemical, QFRET. recombinant ADAM17, EDANS/DABCYL FRET peptide cleavage. 0.83% of 370,000 active. AID 720648, 2013. inhibition, % at 6.95 µM. Disintegrin and metalloproteinase domain-containing protein 17 (Homo sapiens), P78536;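 active = inhibition above the mean of compounds lying between control limits plus 3 SD, set per campaign, cut at about 8.5% in these data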;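 note: 0% = DMSO-only wells as the low control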
PLCg1 inh – PLC-gamma1 enzyme inhibitors, primary screen, biochemical, fluorescence, purified enzyme | 1-phosphatidylinositol 4,5-bisphosphate phosphodiesterase gamma-1 (Homo sapiens), P19174 | fluorogenic substrate | inhibition, % at 12.2 µM | 0.84% of 370,000 active; in the data active = inhibition above about 9.5%
DDE Tn6 FP inh – inhibitors of Tn6 peptide binding to fibrin DD(E), primary screen, biochemical, fluorescence polarization, human fibrin, Tn6 probe; inhibition, % at 8.3 µM; Fibrin DD(E) TRITC-Tn6 fluorescence polarization displacement; AID 720509, 2013; Fibrinogen beta chain (Homo sapiens), P02675; 0.21% of 370,000 active;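 active = inhibition above a per-campaign cutoff: mean of compounds within control limits plus 3 SD, cut at about 15% in these data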;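 note: 0% = median of all compound wells on the plate and 100% = blocking peptide control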
The depositor's hits bear a star.

What do the screens show for `O=C(Nc1nc(-c2cc(F)ccc2F)cs1)C1=COCCO1`?
proKLK7 act: -0.3; PLCb3 inh: -6.2; MBD2 DNA inh: -6.0; ASAP1 inh: -2.2; UHRF1 binding: -1.4; ARFGAP1 inh: 7.3; Tn7 DDE FP: -1.4; ADAM17 inh: -0.6; PLCg1 inh: 2.9; DDE Tn6 FP inh: 3.3

How did CC(C)CNc1ncnc2c1ncn2[C@H]1CN(Cc2ccc(Cl)cc2)C[C@@H](CO)O1 do in these assays?
proKLK7 act: 0.1; PLCb3 inh: 3.4; MBD2 DNA inh: -7.9; ASAP1 inh: 4.7; UHRF1 binding: 0.8; ARFGAP1 inh: -14.6; Tn7 DDE FP: 5.8; ADAM17 inh: -1.2; PLCg1 inh: -0.2; DDE Tn6 FP inh: 4.5

How did COC(=O)Nc1ccc(C)c2nsnc12 do in these assays?
proKLK7 act: 2.6; PLCb3 inh: -44.4; MBD2 DNA inh: -3.9; ASAP1 inh: -6.1; UHRF1 binding: -1.6; ARFGAP1 inh: 8.4; Tn7 DDE FP: -1.4; ADAM17 inh: 1.7; PLCg1 inh: -34.9; DDE Tn6 FP inh: 3.7

How did CCCCCCN1C[C@@H](O)[C@H](n2cc(-c3ccc(F)cc3)nn2)C[C@@H]1c1ccc(OC)cc1 do in these assays?
proKLK7 act: 1.0; PLCb3 inh: 4.8; MBD2 DNA inh: -3.7; ASAP1 inh: -8.5; UHRF1 binding: 14.6; ARFGAP1 inh: 9.1; Tn7 DDE FP: -6.4; ADAM17 inh: 0.6; PLCg1 inh: 3.2; DDE Tn6 FP inh: 7.4

How did Cn1cc(S(=O)(=O)NCC2CCCO2)c(=O)n(C)c1=O (stereo unspecified) do in these assays?
proKLK7 act: 0.9; PLCb3 inh: -6.1; MBD2 DNA inh: -6.7; ASAP1 inh: 15.9; UHRF1 binding: -0.4; ARFGAP1 inh: -5.3; Tn7 DDE FP: -5.8; ADAM17 inh: 1.6; PLCg1 inh: 4.8; DDE Tn6 FP inh: -5.6

Results for N#CC1=C(SCC(=O)Nc2cccc3cccnc23)NC(=O)C(C#N)C12CCCCC2 (stereo unspecified) ?
proKLK7 act: 0.8; PLCb3 inh: 0.2; MBD2 DNA inh: -8.5; ASAP1 inh: -5.0; UHRF1 binding: -3.3; ARFGAP1 inh: -1.6; Tn7 DDE FP: -0.1; ADAM17 inh: 0.4; PLCg1 inh: -2.5; DDE Tn6 FP inh: 8.2

What do the screens show for `COC(=O)c1c(NC(=O)C(=O)NCCCN2CCOCC2)sc2c1CCC2`?
proKLK7 act: -0.7; PLCb3 inh: -46.4; MBD2 DNA inh: -1.9; ASAP1 inh: -4.2; UHRF1 binding: -5.6; ARFGAP1 inh: 2.3; Tn7 DDE FP: -3.4; ADAM17 inh: 0.6; PLCg1 inh: -20.9; DDE Tn6 FP inh: -2.4

What do the screens show for `CCC1CCCCN1C(=O)CCS(=O)(=O)c1ccc2c(c1)CCN2C(C)=O` (stereo unspecified)?
proKLK7 act: 0.2; PLCb3 inh: -4.3; MBD2 DNA inh: -0.5; ASAP1 inh: -3.1; UHRF1 binding: 1.6; ARFGAP1 inh: -5.9; Tn7 DDE FP: 0.7; ADAM17 inh: -1.6; PLCg1 inh: -1.9; DDE Tn6 FP inh: 7.0

How did CCCCc1cc(=O)oc2cc(C)cc(OCC(=O)N3CCC(C(N)=O)CC3)c12 do in these assays?
proKLK7 act: 2.8; PLCb3 inh: -62.5; MBD2 DNA inh: 1.5; ASAP1 inh: -3.2; UHRF1 binding: 1.6; ARFGAP1 inh: -3.1; Tn7 DDE FP: -2.8; ADAM17 inh: -28.4; PLCg1 inh: -50.5; DDE Tn6 FP inh: 2.0

Results for O=C(N/N=C/C=C/c1ccccc1)C(O)c1ccccc1 (stereo unspecified) ?
proKLK7 act: 0.1; PLCb3 inh: 4.0; MBD2 DNA inh: -4.8; ASAP1 inh: 14.0; UHRF1 binding: -3.2; ARFGAP1 inh: 4.4; Tn7 DDE FP: -0.8; ADAM17 inh: -2.1; PLCg1 inh: 2.9; DDE Tn6 FP inh: -6.6

What do the screens show for `O=C(NCC(=O)N1CCN(Cc2c(F)cccc2Cl)CC1)c1cccs1`?
proKLK7 act: 0.7; PLCb3 inh: -0.5; MBD2 DNA inh: 2.3; ASAP1 inh: 12.6; UHRF1 binding: 2.1; ARFGAP1 inh: -3.3; Tn7 DDE FP: 4.8; ADAM17 inh: -3.1; PLCg1 inh: -0.7; DDE Tn6 FP inh: -4.1

Results for Cc1ccc(S(=O)(=O)N2CCC[C@H]2C(=O)OCCN2C(=O)c3ccccc3C2=O)cc1 ?
proKLK7 act: 0.6; PLCb3 inh: -0.8; MBD2 DNA inh: 0.6; ASAP1 inh: -8.2; UHRF1 binding: -1.3; ARFGAP1 inh: -0.2; Tn7 DDE FP: 0.2; ADAM17 inh: 2.0; PLCg1 inh: -1.5; DDE Tn6 FP inh: -2.1

How did CC(=O)N1CCN(C(=O)c2cc3c(s2)CCC(C)C3)CC1 (stereo unspecified) do in these assays?
proKLK7 act: -0.3; PLCb3 inh: -9.6; MBD2 DNA inh: -3.8; ASAP1 inh: -12.1; UHRF1 binding: -1.6; ARFGAP1 inh: -11.8; Tn7 DDE FP: -3.9; ADAM17 inh: -8.8; PLCg1 inh: 3.4; DDE Tn6 FP inh: 0.2

What do the screens show for `CCOC(=O)C1CCCCN1C(=O)c1oc2c(Cl)cc(C)cc2c1C` (stereo unspecified)?
proKLK7 act: 0.4; PLCb3 inh: -4.0; MBD2 DNA inh: 1.7; ASAP1 inh: 9.7; UHRF1 binding: -1.9; ARFGAP1 inh: -0.6; Tn7 DDE FP: -1.3; ADAM17 inh: 1.6; PLCg1 inh: -0.6; DDE Tn6 FP inh: 0.3

What do the screens show for `CCOC(=O)C1CCCN(C(=S)Nc2ccc(OC)cc2)C1` (stereo unspecified)?
proKLK7 act: 0.0; PLCb3 inh: -2.5; MBD2 DNA inh: 7.9; ASAP1 inh: -4.7; UHRF1 binding: 5.9; ARFGAP1 inh: 12.7; Tn7 DDE FP: -1.8; ADAM17 inh: -1.7; PLCg1 inh: -2.7; DDE Tn6 FP inh: -8.0

The closing 2 records of the part before are carried over, then new ones follow.
What do the screens show for `CCOC(=O)C1CCCCN1C(=O)c1oc2c(Cl)cc(C)cc2c1C` (stereo unspecified)?
proKLK7 act: 0.4; PLCb3 inh: -4.0; MBD2 DNA inh: 1.7; ASAP1 inh: 9.7; UHRF1 binding: -1.9; ARFGAP1 inh: -0.6; Tn7 DDE FP: -1.3; ADAM17 inh: 1.6; PLCg1 inh: -0.6; DDE Tn6 FP inh: 0.3

What do the screens show for `CCOC(=O)C1CCCN(C(=S)Nc2ccc(OC)cc2)C1` (stereo unspecified)?
proKLK7 act: 0.0; PLCb3 inh: -2.5; MBD2 DNA inh: 7.9; ASAP1 inh: -4.7; UHRF1 binding: 5.9; ARFGAP1 inh: 12.7; Tn7 DDE FP: -1.8; ADAM17 inh: -1.7; PLCg1 inh: -2.7; DDE Tn6 FP inh: -8.0

What do the screens show for `O=S(=O)(c1cccs1)N1CCN(c2ccccc2)CC1`?
proKLK7 act: 0.2; PLCb3 inh: -3.0; MBD2 DNA inh: 0.6; ASAP1 inh: 1.0; UHRF1 binding: -0.6; ARFGAP1 inh: -8.4; Tn7 DDE FP: -4.7; ADAM17 inh: 0.5; PLCg1 inh: 0.8; DDE Tn6 FP inh: 4.2

How did O=C(OC12CCCN(C1)/C(=C/c1ccc(Cl)cc1)C2)C1CCCCC1 (stereo unspecified) do in these assays?
proKLK7 act: -0.4; PLCb3 inh: -1.1; MBD2 DNA inh: 4.7; UHRF1 binding: 1.5; Tn7 DDE FP: -6.8; ADAM17 inh: -3.1; PLCg1 inh: 1.8; DDE Tn6 FP inh: -5.3

Results for O=C1N(CN2CCN(c3cccc(Cl)c3)CC2)c2ccccc2C12OCCCO2 ?
proKLK7 act: 0.6; PLCb3 inh: 5.0; MBD2 DNA inh: -0.8; ASAP1 inh: 2.5; UHRF1 binding: -2.0; ARFGAP1 inh: 5.8; Tn7 DDE FP: -3.1; ADAM17 inh: -3.3; PLCg1 inh: 2.2; DDE Tn6 FP inh: 5.0

Results for CCc1ccc(OCC(=O)N/N=C/c2cc([N+](=O)[O-])ccc2N2CCCCCC2)cc1 ?
proKLK7 act: -0.3; PLCb3 inh: -7.7; MBD2 DNA inh: 3.9; ASAP1 inh: 1.7; UHRF1 binding: 3.5; ARFGAP1 inh: 0.7; Tn7 DDE FP: 1.2; ADAM17 inh: -3.6; PLCg1 inh: -7.8; DDE Tn6 FP inh: 6.6

Results for COC(=O)[C@@]12C[C@@H](CC(=O)NCCCN3CCCC3=O)C(=O)N(Cc3cccc4ccccc34)C1=CCC(C)(C)C2 ?
proKLK7 act: 1.0; PLCb3 inh: 6.8; MBD2 DNA inh: -3.1; ASAP1 inh: 3.9; UHRF1 binding: -1.2; ARFGAP1 inh: 5.9; Tn7 DDE FP: 1.4; ADAM17 inh: 2.1; PLCg1 inh: 2.6; DDE Tn6 FP inh: 0.2

How did Cc1cn(CC(=O)NCc2nc3ccccc3[nH]2)c(=O)[nH]c1=O do in these assays?
proKLK7 act: -0.9; PLCb3 inh: -1.5; MBD2 DNA inh: -3.2; ASAP1 inh: 2.0; UHRF1 binding: -1.5; ARFGAP1 inh: -9.5; Tn7 DDE FP: -3.9; ADAM17 inh: -3.9; PLCg1 inh: -0.5; DDE Tn6 FP inh: -3.6

How did CC1CCCC(NC(=O)CSc2nnnn2C)C1C (stereo unspecified) do in these assays?
proKLK7 act: -0.3; PLCb3 inh: 8.1; MBD2 DNA inh: -0.8; ASAP1 inh: -4.8; UHRF1 binding: 0.5; ARFGAP1 inh: 1.9; Tn7 DDE FP: -4.9; ADAM17 inh: -1.7; PLCg1 inh: -4.7; DDE Tn6 FP inh: 2.3
